CHT inh: inhibitors of human choline transporter CHT; B-score at 10 µM; CHT-expressing cells, membrane potential dye, choline response; active compounds read low; AID 488975; hit rate 0.86% among 310,000;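 active = B-score over 3 SD under the library average, and starting fluorescence ratio not unusually high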;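 note: choline stimulus applied at its EC90 after an EC20 pre-addition; B-score computed on integrated fluorescence ratio after choline addition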
Target sequence (Q9GZV3 whole entry, looked up): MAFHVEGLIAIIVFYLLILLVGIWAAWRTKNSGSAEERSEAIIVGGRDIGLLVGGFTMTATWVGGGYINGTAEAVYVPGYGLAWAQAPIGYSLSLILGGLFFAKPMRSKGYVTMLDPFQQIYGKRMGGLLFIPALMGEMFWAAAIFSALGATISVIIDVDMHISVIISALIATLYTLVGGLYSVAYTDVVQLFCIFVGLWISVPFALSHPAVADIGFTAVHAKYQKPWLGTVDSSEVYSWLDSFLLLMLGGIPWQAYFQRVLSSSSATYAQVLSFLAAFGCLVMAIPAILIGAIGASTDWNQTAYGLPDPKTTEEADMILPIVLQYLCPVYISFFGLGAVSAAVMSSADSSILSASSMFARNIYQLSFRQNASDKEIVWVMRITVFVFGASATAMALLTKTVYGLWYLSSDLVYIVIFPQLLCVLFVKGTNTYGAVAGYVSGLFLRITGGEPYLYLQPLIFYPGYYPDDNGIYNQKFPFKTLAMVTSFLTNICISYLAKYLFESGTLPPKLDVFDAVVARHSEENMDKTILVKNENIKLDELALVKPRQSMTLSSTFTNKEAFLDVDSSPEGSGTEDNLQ
CHT allo act: human CHT allosteric activation; Q9GZV3; CHT-expressing cells, membrane potential dye, choline EC20; active compounds read high; LV-AA mutant CHT in HEK293 cells; B-score at 10 µM; hit rate 0.49% among 310,000; AID 488977;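 active = initial fluorescence not abnormally high and integrated response B-score, plate-corrected, over 3 SD above library mean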
Numbers without * were called inactive; i = inactive.

Molecule	CHT inh	CHT allo act
CCOC(=O)C1(Cc2cccc(OC)c2)CCCN(S(=O)(=O)c2cccnc2)C1 (configuration not stated)	i	i
C/C(=N\NC(=S)Nc1cc(S(=O)(=O)N2CCOCC2)ccc1Cl)c1ccccc1F	i	i
COc1ccccc1C(=O)C1CCCN(C(=O)C2=CC(=O)CC(C)(C)O2)C1 (configuration not stated)	i	i
Cc1nc2cc(C(F)(F)F)ccc2n1CCNc1nc(-c2ccc(F)cc2)cs1	i	i
COC(=O)c1c(NC(=O)CSc2ncnc3c2cnn3-c2ccccc2Cl)sc2c1CCCC2	i	i
COc1ccc(C)cc1NC(=O)CCN1CC(C)OC(C)C1 (configuration not stated)	i	i
S=c1[nH]nc(CSCCOc2ccc(Cl)cc2Cl)o1	i	i
Cc1cc(=O)n(C)c(=O)n1CC(=O)N1CCCCCC1	i	i
O=C(CCN1CCCCCC1)Nc1ccccc1F	i	i
Cc1noc(/C=C/c2ccc(-c3ccccc3Cl)o2)c1[N+](=O)[O-]	i	i

Other results follow:
Molecule	CHT inh	CHT allo act
O=C(Nc1ccccc1N1CCOCC1)C1CCN(S(=O)(=O)c2ccc(Cl)cc2)CC1	i	i
CCCCCn1c(NCc2ccco2)nc2ccccc21	i	i
Cc1nn(-c2ccccc2)c(Cl)c1/C=C/C(=O)c1ccc(O)cc1	i	i
COc1ccc(Cl)cc1NS(=O)(=O)c1cccc(C(=O)NCC2(N(C)C)CCCCC2)c1	i	i
COC(=O)CNC(c1ccccc1)c1cc(Br)ccc1NC(C)=O (configuration not stated)	i	i
Cc1cc(C)c2cc(CN(Cc3ccc4c(c3)OCO4)Cc3nnnn3Cc3ccco3)c(=O)[nH]c2c1	i	i
O=C(Cn1nc(-c2ccccc2)ccc1=O)NCc1ccc(F)cc1	-6.26*	i
CCC(=O)N1CCc2cc(S(=O)(=O)CCC(=O)NCCc3ccc(S(N)(=O)=O)cc3)ccc21	i	i
CCn1cc(C(=O)O)c(=O)c2cc(F)c(N3CCN(S(=O)(=O)c4ccc(NC(=O)OC)cc4)CC3)cc21	i	i
O=C(NC1CCCCC1)c1ccc(NS(=O)(=O)c2cccc3cccnc23)cc1	i	i

(list continues)
Molecule	CHT inh	CHT allo act
O=C(NCCO)C(=O)NCC1OCCCN1S(=O)(=O)c1cc(F)ccc1F (configuration not stated)	i	i
N#Cc1ccc(-c2nnnn2-c2ccc3c(c2)OCO3)cc1	i	i
COc1ccc(N(CC(=O)NC2CCCCC2)C(=O)CCCC(=O)Nc2ccccn2)c(OC)c1	i	i
O=C(COC(=O)c1ccccc1Nc1ccc(SC(F)F)cc1)NCc1ccco1	i	i
Cc1nn2c3ccccc3n(C)c2nc1=O	i	i
N#Cc1ccsc1NC(=O)CN1CCN(c2ccccc2O)CC1	i	i
Cc1ccc(S(=O)(=O)N(C)C)cc1NC(=S)N(C)C1CCN(C)CC1	i	i
CC(=O)c1cccc(NC(=O)c2ccc(NS(=O)(=O)c3c(C)noc3C)cc2)c1	i	i
O=c1[nH]c(CSc2ccccn2)nc2ccccc12	i	i
COc1ccc(/C=N/NC(=O)c2cc(C)oc2C)cc1OCc1ccccc1	i	i

New compounds follow
Molecule	CHT inh	CHT allo act
C=CCN1C(=O)N/C(=C/c2ccc(N3CCOCC3)o2)C1=O	i	i
CCCCCNCc1ccc(Br)cc1	i	i
O=C(COc1ccc(Cl)cc1)NCCN1CCCCC1	i	i
COc1ccc(CCNC(=O)CCS(=O)(=O)c2ccc(C)cc2)cc1OC	i	i
Oc1ccc(CN2CCN(Cc3ccccc3)CC2)c2cccnc12	i	i
CCCC1(C(=O)O)NC(c2cccc(OC)c2O)C2C(=O)N(c3ccccc3)C(=O)C21 (configuration not stated)	i	i
Cc1ccc2c(c1)sc(=NC(=O)C1CC1)n2C	i	i
CC1=NNC(=O)/C1=C\c1cn(-c2ccccc2)nc1-c1cccs1	i	i
Cc1c(-n2c(SCC(=O)O)nnc2-c2ccccc2Br)c(=O)n(-c2ccccc2)n1C	i	i
CCCn1c(N)[n+](CC(=O)c2ccco2)c2ccccc21	i	i

Next part.
Molecule	CHT inh	CHT allo act
Cn1c(N)c(C(C[N+](=O)[O-])c2c(F)cccc2Cl)c(=O)n(C)c1=O (configuration not stated)	i	i
CCOC(=O)N1C(=O)[C@](c2ccc(Cl)cc2)(C(C)C)N1C(=O)OCC	i	i
CC(C)(C)NC(=O)CN(C(=O)CNC(=O)c1cccs1)c1ccccc1F	i	i
O=C(CCSCc1ccccc1Cl)N1CCN(c2ccccn2)CC1	i	i
COc1cc(C=NCC2OCCc3ccccc32)cc(OC)c1 (configuration not stated)	i	i
CC(NC(=O)NCc1cccnc1)(C(F)(F)F)C(F)(F)F	i	i
CCOC(=O)C1=C2c3ccc4ccccc4c3CC(C)(C)N2C(=O)C1=O	i	i
Oc1ccc(C[C@@H]2CNCCN2CCc2cccc3ccccc23)cc1	i	i
Cc1ccc(NC(=O)c2ccc(Cl)c(S(=O)(=O)N3CCCCCC3)c2)nc1	i	i
COc1ccc(NC2=C(Cl)C(=O)N(CCc3ccccc3)C2=O)cc1	i	i

Part of the list above, reformatted:
Under each structure – CHT inh | CHT allo act
> CCCCCNCc1ccc(Br)cc1
    i | i
> O=C(COc1ccc(Cl)cc1)NCCN1CCCCC1
    i | i
> COc1ccc(CCNC(=O)CCS(=O)(=O)c2ccc(C)cc2)cc1OC
    i | i
> Oc1ccc(CN2CCN(Cc3ccccc3)CC2)c2cccnc12
    i | i
> CCCC1(C(=O)O)NC(c2cccc(OC)c2O)C2C(=O)N(c3ccccc3)C(=O)C21 (configuration not stated)
    i | i
> Cc1ccc2c(c1)sc(=NC(=O)C1CC1)n2C
    i | i
> CC1=NNC(=O)/C1=C\c1cn(-c2ccccc2)nc1-c1cccs1
    i | i
> Cc1c(-n2c(SCC(=O)O)nnc2-c2ccccc2Br)c(=O)n(-c2ccccc2)n1C
    i | i
> CCCn1c(N)[n+](CC(=O)c2ccco2)c2ccccc21
    i | i
> Cn1c(N)c(C(C[N+](=O)[O-])c2c(F)cccc2Cl)c(=O)n(C)c1=O (configuration not stated)
    i | i
> CCOC(=O)N1C(=O)[C@](c2ccc(Cl)cc2)(C(C)C)N1C(=O)OCC
    i | i
> CC(C)(C)NC(=O)CN(C(=O)CNC(=O)c1cccs1)c1ccccc1F
    i | i
> O=C(CCSCc1ccccc1Cl)N1CCN(c2ccccn2)CC1
    i | i
> COc1cc(C=NCC2OCCc3ccccc32)cc(OC)c1 (configuration not stated)
    i | i
> CC(NC(=O)NCc1cccnc1)(C(F)(F)F)C(F)(F)F
    i | i
> CCOC(=O)C1=C2c3ccc4ccccc4c3CC(C)(C)N2C(=O)C1=O
    i | i

More records follow.
Molecule	CHT inh	CHT allo act
COC(=O)[C@@]1(Cc2ccc(OC)cc2)[C@H]2c3cc(C(=O)N4CCCC4)n(CCSCCO)c3C[C@H]2CN1C(=O)c1ccccc1	i	i
CC(C)[C@H](NC(=O)OC(C)(C)C)C(=O)N/N=C/c1cccc2nccnc12	i	i
CN(C)CCNCCCOc1ccccc1-c1ccccc1	i	i
O=C(Nc1ccncc1)c1ccc(N2CCCC2=O)cc1	i	i
COCCNC(=O)CN(C(=O)CCC(=O)Nc1ccccn1)c1cc(C)ccc1C	i	i
COc1ccc(N2CCN(C(=O)CCC(=O)N3CC(C)Oc4ccc(C)cc43)CC2)cc1 (configuration not stated)	i	i
COc1ccc(OCc2nnc(SCC(=O)N3CCCCC3)o2)cc1	i	i
CCOC(=O)C1(Cc2ccccc2C)CCCN(Cc2ccc(NC(C)=O)cc2)C1 (configuration not stated)	i	i
CCCn1c(SCC(=O)Nc2ccc3c(c2)OCCO3)nnc1-c1ccco1	i	i
COc1ccc2cc(CN(CC3CCCO3)C(=S)Nc3ccccc3)c(=O)[nH]c2c1 (configuration not stated)	i	i

(next part)
Molecule	CHT inh	CHT allo act
Nc1nonc1-n1nnc(C(=O)N/N=C/c2cccnc2)c1-c1cccs1	i	i
Cn1c(=O)n(C)c2cc(S(=O)(=O)NCCO)ccc21	i	i
Nc1nc(-c2ccc(Br)cc2)c(S(=O)(=O)c2ccccc2)s1	i	i
Cc1cc(NC(=O)COn2nnc3ccc(S(C)(=O)=O)cc32)ccc1Br	i	i
O=C(CN(CCc1ccccc1)C(=O)c1csnn1)NCc1ccc(F)cc1	i	i
COCc1nnc(NC(=O)c2ccc(S(=O)(=O)N3CCOCC3)cc2)o1	i	i
CCOC(=O)C1CCCN(c2c(NCCN(CC)c3ccccc3)c(=O)c2=O)C1 (configuration not stated)	i	i
Clc1ccccc1CSc1nnc(-c2ccncc2)o1	i	i
O=C(NCCc1ccccc1)C1CCC(=O)N(Cc2cccc(C(F)(F)F)c2)C1 (configuration not stated)	i	i
NC(=O)c1ccc(CSc2nc3ccccc3s2)cc1	i	i

Fetched one by one from above (two):
Molecule	CHT inh	CHT allo act
NC(=O)c1ccc(CSc2nc3ccccc3s2)cc1	i	i
O=C(NCCc1ccccc1)C1CCC(=O)N(Cc2cccc(C(F)(F)F)c2)C1 (configuration not stated)	i	i

Later entries.
Molecule	CHT inh	CHT allo act
O=C(CCc1ccccc1)Nc1nc2nc(-c3ccccc3)cc(=O)n2[nH]1	i	i
O=C(COc1ccc2ccc(=O)oc2c1)Nc1ccc(CN2CCOCC2)cc1	i	i
CCCNC1=C(N(C(C)=O)c2cccc(F)c2)C(=O)c2ccccc2C1=O	i	i
CCc1ccc(CCC(=O)Nc2sc3c(c2C#N)CCCC3)o1	i	i
O=C(c1cccnc1)N(c1cc2sc(=O)oc2c2ccccc12)S(=O)(=O)c1ccccc1	i	i
CS(=O)(=O)N1CCN(c2ccc(C(=O)NC3C4CC5CC(C4)CC3C5)cc2[N+](=O)[O-])CC1 (configuration not stated)	i	i
CC(C)(C)OC(=O)N1CCN(c2ccc(NC(=O)Cn3nnc(-c4ccccc4)n3)cc2)CC1	i	i
Cc1ccc2nc(SCC(=O)N3CCCC3)nc(=O)n2c1	i	i
COC(=O)Cn1c(C)c(C#N)c2ccccc21	i	i
CCN(Cc1ccccc1)C(=O)CN1C(=S)NC(C)(C)CC1C (configuration not stated)	i	i

The results go on.
Molecule	CHT inh	CHT allo act
CCCC(=O)Nc1ccc(Cl)c(NC(=O)c2cccc(OC)c2)c1	i	i
O=C(c1ccccc1)c1nc[nH]c1C(=O)Nc1ccccn1	i	i
O=C(CCn1nnc2ccccc21)N1CCN(c2ccccc2)CC1	i	i
CCCCc1ccc(NC(=O)c2c(C)noc2C)cc1	i	i
COc1ccc2nc(C)cc(NCCN3CCOCC3)c2c1	i	i
COc1cccc(CNC(=O)CCC2CCCN(C(=O)c3cccnc3SC)C2)c1 (configuration not stated)	i	i
COc1ccc2nc(N3CCCC3)[nH]c2c1	i	i
O=C1c2ccccc2NC(c2cc(Cl)cc(Cl)c2O)N1Cc1cccnc1 (configuration not stated)	i	i
O=C(Nc1nc2ccccc2s1)c1ccccc1[N+](=O)[O-]	i	i
COc1cc(CNC(=O)C2CCCN2S(=O)(=O)c2ccccc2)cc(OC)c1OC (configuration not stated)	i	i

Additional entries.
Molecule	CHT inh	CHT allo act
O=C(NCCc1c[nH]c2ccccc12)/C(=C\c1ccco1)NC(=O)c1ccco1	i	i
Cc1cc(C)c(C(=O)Cn2cnc3cc([N+](=O)[O-])ccc3c2=O)cc1C	i	i
CC(=O)Oc1cccc(Nc2ncnc3ccccc23)c1	i	i
Cc1cc(C(=O)N/N=C/c2ccc(OC(=O)c3ccccc3Br)cc2)n[nH]1	i	i
O=C(O)c1ccc(-c2nnc(-c3ccc([N+](=O)[O-])cc3)o2)cc1	i	i
CC(C)(C)OC(=O)[C@H](CCCCN)NC(=O)c1nc[nH]c1C(=O)NCCCCCN	i	i
CCOC(=O)N1CCN(c2cc(=O)n(Cc3ccc(F)cc3)c(=O)[nH]2)CC1	i	i
C/C=C\C=C/C(=O)Nc1cccc(C2=NOC3(C2)C[C@@H](C(N)=O)N(C(=O)CCCCC)C3)c1 (some centres not stated)	i	i
COc1cc(/C=N/NC(N)=O)cc(Br)c1OCc1ccc(C)cc1	i	i
Cc1cc(/C=N\NC(=O)CC(=O)NC2CCCCC2)c(C)n1-c1cccc(Cl)c1Cl	i	12.3*

Further compounds follow.
Molecule	CHT inh	CHT allo act
C(=C\c1cc(/C=C/c2ccccc2)ncn1)/c1ccccc1	i	i
Cc1ccccc1OCC(=O)Nc1ccccc1-c1ccccc1	i	i
COCCNC(=O)c1ccccc1NC(=O)Cc1ccccc1[N+](=O)[O-]	i	i
Cc1cc(NC(=O)Cn2c(=O)n(CCCCC(=O)NC3CCN(Cc4ccccc4)CC3)c(=O)c3ccccc32)n[nH]1	i	i
CCNC(=O)C1=C(O)c2sccc2N(C)S1(=O)=O	i	i
COC(=O)C(C)Sc1ccc2nnc(-c3cccc(F)c3)n2n1 (configuration not stated)	i	i
CCCCOc1ccc(C(=O)NNC(=O)C2C3C=CC(C3)C2C(=O)O)cc1 (configuration not stated)	i	i
COc1ccc(NS(=O)(=O)c2ccc(C(=O)OC(C)C(=O)N3CCOCC3)cc2)cc1 (configuration not stated)	i	i
Cn1c(NC(=O)C2CCCO2)cc(=O)n(C)c1=O (configuration not stated)	i	i
CCCOc1cc(C)c(S(=O)(=O)N2CCN(C)CC2)cc1C	i	i

(cont.)
Molecule	CHT inh	CHT allo act
COc1ccc(S(=O)(=O)NCCNC(=O)N2CCOCC2)cc1	i	i
O=c1c2ccccc2nc2n1CCN2	i	i
COc1ccc(C2c3[nH]c4ccccc4c3C[C@H]3C(=O)N(CCCO)CC(=O)N23)cc1OC (some centres not stated)	i	i
Cc1ccc(N=C2NC(=O)/C(=C/c3cccn3C)S2)cc1C	i	i
Cc1ccc(N2CC(NS(=O)(=O)c3cccnc3)CC2=O)cc1C (configuration not stated)	i	i
CCOc1ccc(N2CC(C(=O)NCCN3C(=O)S/C(=C\c4cccnc4)C3=O)CC2=O)cc1 (configuration not stated)	i	i

Screening results: PubChem BioAssay, Johns Hopkins Ion Channel Center
